# Source: PubChem (Sanford-Burnham Center for Chemical Genomics)
# SENP8 block-1: SENP8 (human) protease inhibition; Q96LD8; recombinant SENP8, Nedd8 substrate fluorescence; inhibition, % at 20 µM; 0.64% of 360,000 active; AID 602440; in the data active = inhibition mostly above about 40%, no sharp cut-off; inactive = mostly below about 27%
# Target sequence (Q96LD8 whole entry, looked up): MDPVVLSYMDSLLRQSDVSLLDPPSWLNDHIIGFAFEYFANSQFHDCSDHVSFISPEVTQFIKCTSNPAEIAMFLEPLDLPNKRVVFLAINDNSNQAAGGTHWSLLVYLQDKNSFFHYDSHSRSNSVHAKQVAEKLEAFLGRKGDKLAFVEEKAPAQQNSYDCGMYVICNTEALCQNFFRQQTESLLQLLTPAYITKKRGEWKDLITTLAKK
# SENP7 inh: inhibitors of human SENP7 protease. recombinant SENP7, Z-RLRGG-aminoluciferin luminescence, 40 min. inhibition, % at 5 µM. 1.5% of 330,000 active. AID 434973;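 active = inhibition above about 50% at the single test dose, limit read from the data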;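 note: plate controls were DMSO with enzyme for no effect and no enzyme buffer wells for full effect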
# Target sequence (Q9BQF6 706-1050 limits assumed): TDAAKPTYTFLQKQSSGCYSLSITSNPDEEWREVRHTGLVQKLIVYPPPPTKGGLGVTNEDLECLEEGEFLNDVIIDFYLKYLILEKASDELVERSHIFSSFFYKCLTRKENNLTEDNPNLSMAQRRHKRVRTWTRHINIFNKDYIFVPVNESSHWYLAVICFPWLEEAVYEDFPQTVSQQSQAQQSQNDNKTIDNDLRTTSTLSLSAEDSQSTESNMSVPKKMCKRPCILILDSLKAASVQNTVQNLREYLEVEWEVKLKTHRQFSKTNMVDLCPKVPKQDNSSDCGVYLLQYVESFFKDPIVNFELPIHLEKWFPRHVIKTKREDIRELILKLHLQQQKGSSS
# SENP6 block: inhibitors of human SENP6 protease | 1.8% of 330,000 active | AID 2599 | Recombinant SENP6 catalytic domain, aminoluciferin luminescence | Q9GZR1 | inhibition, % at 10 µM;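 active = inhibition above about 50% at the single tested dose, limit read from the data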;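 note: plate controls were DMSO wells with enzyme for no effect and DMSO wells lacking enzyme for full effect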
# NLRP3 yeast inh: NALP3 inhibition in yeast. Yeast reconstituted NLRP3/ASC/caspase-1, beta-gal luminescence, 24 h. inhibition, % at 10 µM. 0.39% of 330,000 active. AID 2825;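 active = inhibition of 50% or more; inactive = inhibition below 50%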;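 note: plate controls were induced DMSO wells for no effect and uninduced yeast grown without galactose for full effect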
# Apaf1 inhib: blocks human Apaf-1 apoptosome activity; O14727; reconstituted apoptosome caspase-3 activity, DEVD-Rh110 fluorescence; inhibition, % at 20 µM; 0.71% of 330,000 active; AID 489030; active = inhibition of at least 40% at 20 µM;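 note: plate controls were DMSO wells for no effect and DEVD-CHO caspase inhibitor wells for full effect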
#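 System – cell-free apoptosome with Apaf-1, procaspase-3 and caspase-9 · Buffer or medium – pH 7.5 Hepes buffer with CHAPS, BSA, DTT · Also added – cytochrome c with DEVD-Rh110 · Times – 30 min compound preincubation, 50 min activation, room temperature · Technique – Rh110 fluorescence intensity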
# SENP8 block-2: inhibitors of human SENP8 protease; inhibition, % at 10 µM; AID 2540; purified SENP8, Z-RLRGG-aminoluciferin cleavage, luminescence; Q96LD8; 1.2% of 330,000 active; in the data active = inhibition above about 50%
# PfGluPho inh: PfG6PD (Plasmodium falciparum) enzyme inhibition | PfGluPho enzyme, NADPH resazurin-diaphorase fluorescence | inhibition, % at 20 µM | 0.78% of 350,000 active | AID 504690;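 active = inhibition reaching at least a set limit at 20 µM in the primary screen, cut at about 59% in these data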;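 note: 0% = DMSO wells with substrate and 100% = DMSO wells lacking glucose-6-phosphate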
# HKDC1 inh: HKDC1 (human) hexokinase inhibition; Q2TB90; recombinant HKDC1, G6PDH/diaphorase resazurin coupled fluorescence; inhibition, % at 20 µM; 0.16% of 340,000 active;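 active = inhibition above about 35% when tested at 20 µM, limit read from the data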;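 note: plate controls were DMSO wells with enzyme for no effect and DMSO wells lacking enzyme for full effect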
#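 Test system: recombinant HKDC1 (HK5) hexokinase enzyme, produced in-house / Doses: 20 µM test compound, 1% DMSO / Timing: 90 min, room temperature / Detection: G6PDH/diaphorase-coupled fluorescence, 1 mM NADP, 100 µM resazurin, 525/613 nm / Control set: DMSO wells with and without enzyme mix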
# SENP1 inh: SENP1 (human) catalytic domain inhibition; Q9P0U3; 0.21% of 360,000 active; recombinant SENP1 catalytic domain, CyPet-SUMO1-YPet FRET cleavage; inhibition, % at 10 µM; AID 624204;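 active = inhibition at least 30% at 10 µM, raw YFP signal under a set limit, fluorescence ratio 0.5 to 1.5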;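 note: 0% = enzyme with DMSO and 100% = no enzyme wells; some results filed as inactive read as strong as hits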
# Target sequence (Q9P0U3 419-644 limits assumed): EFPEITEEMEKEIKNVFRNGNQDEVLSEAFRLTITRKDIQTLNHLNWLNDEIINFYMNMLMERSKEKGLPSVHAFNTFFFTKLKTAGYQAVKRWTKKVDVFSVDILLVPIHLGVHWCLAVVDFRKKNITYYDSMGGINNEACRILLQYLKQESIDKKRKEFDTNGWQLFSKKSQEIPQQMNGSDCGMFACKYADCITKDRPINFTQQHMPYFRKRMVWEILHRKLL
#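 Compound: 10 µM single point, 0.5% DMSO; Test system: hSENP1 catalytic domain, recombinant; Timing: 50 min reaction at room temperature; Technique: FRET, CFP and YFP emission; Control set: no-enzyme wells low, DMSO-plus-enzyme wells high control.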
# * = called active by the depositor; . = no result given. Rows are unselected; about 4.1% have a hit in one of these screens.
SMILES,SENP8 block-1,SENP7 inh,SENP6 block,NLRP3 yeast inh,Apaf1 inhib,SENP8 block-2,PfGluPho inh,HKDC1 inh,SENP1 inh
CCc1cccc(C)c1NC(=S)NCc1ccccc1,31,6,-1,-3,-8,9,-6,-10,3
CC(=O)Nc1ccc(NC(=S)Nc2ccccc2)cc1,19,-2,-6,28,-3,-8,-10,1,2
N#Cc1c(NC(=O)C2CCCO2)sc2c1CCCCCC2 (stereo not given),17,15,4,10,3,12,0,-8,0
CCOc1ccc(OCCC(=O)OC(C)C(=O)Nc2ccc(C(C)=O)cc2)cc1 (stereo not given),9,10,-13,3,13,-7,-9,-1,2
CCOC(=O)C1CCC2(CC1)C(C#N)=C(N)Oc1n[nH]c(C)c12 (stereo not given),4,-1,-19,-7,14,-7,14,8,1
CCCN1CC(=O)N2C(c3cccc(OC)c3OC)c3[nH]c4ccccc4c3C[C@H]2C1=O (stereo not given in full),8,4,-22,-9,10,5,-9,-4,-3
CC(=O)NC(Cc1cc(C)ccc1C)C(=O)N1CCN(C(=O)c2ccc(Br)cc2)CC1 (stereo not given),-1,-2,15,5,0,-2,4,2,1
O=C(Cn1cncn1)N/N=C/c1ccc(Cl)cc1,0,-7,0,5,-6,-10,3,-4,2
CN1C[C@@H]2[C@@H]3C(=O)N(C)C(=O)[C@@H]3[C@](C)(C1=O)N2C(=O)c1ccc(Cl)cc1,11,.,.,.,.,.,10,-8,1
CC1=CC2=NC(=O)/C(=C\c3cccn3CCOc3cc(C)cc(C)c3)C(=N)N2O1,12,3,-4,34,2,0,34,-10,-160
CCN(CC)S(=O)(=O)c1cccc(NC(=O)COc2ncnc3sccc23)c1,14,-4,3,16,-4,-6,-16,0,-10
Cc1ccc(C2CC(=O)C=C(Nc3ccc(Cl)cc3)C2)cc1 (stereo not given),-6,8,-9,8,2,-1,8,-2,-27
Cc1nn(-c2ccccc2)c(Cl)c1/C=N/Nc1nc2ccccc2[nH]1,9,85*,52*,9,-9,16,17,0,0
O=c1[nH]c2ccccc2nc1/C=C(\O)C(F)F,-44,-1,-11,0,-10,-12,4,-13,-61
O=C(N/N=C/C=C/c1ccccc1)C(O)c1ccccc1 (stereo not given),12,0,-16,2,2,-6,-14,4,3
Nc1nc(SCc2ccccc2)[nH]c(=O)c1-c1ccccc1,11,-3,-14,11,-4,-1,14,-6,1
Cc1cc(C)c(S(=O)(=O)N2CCN(CCO)CC2)c(C)c1,10,4,-20,-7,-5,-12,-1,2,1
Nc1nnc(SCCCOc2ccc(F)cc2)s1,21,-11,-10,6,-3,0,8,0,0
O=C(CCN1C(=O)/C(=C\c2cccc(Br)c2)SC1=S)NCCCN1CCOCC1,22,-8,0,21,10,-14,-3,3,3
O=C(CCS(=O)(=O)c1ccccc1)N1CCN(c2cccc(C(F)(F)F)c2)CC1,-3,2,-9,15,25,3,5,0,2
COC(=O)C(CC(C)C)NC(=O)CSc1nc(-c2ccccc2)c(C#N)c(=O)[nH]1 (stereo not given),7,-3,-10,17,3,-8,-30,5,0
CCn1c(Cc2ccccc2)nnc1SCC(=O)NC(C)(C)C,3,-6,-2,6,9,-7,-3,-4,-1
COc1ccccc1CN1C[C@@H]2C[C@@H](c3cccc(O)c3)N3CCC[C@@]23C1=O,0,8,-16,5,6,4,-1,-8,-2
O=C(COC(=O)/C=C/c1ccc(Cl)cc1)Nc1ccc2c(c1)OCCO2,17,3,-6,10,-10,-1,-22,3,-1
O=C(C1CCCN1S(=O)(=O)c1ccc(Cl)c(Cl)c1)N1CCOCC1 (stereo not given),23,1,16,17,1,-5,-13,-5,0
CCOC(=O)c1csc(NC(=O)c2ccc(S(=O)(=O)N(C)C)cc2)n1,8,1,-26,16,-26,-6,-1,-8,2
CCCn1nc(C(=O)OCn2nnc3ccccc3c2=O)c2ccccc2c1=O,7,7,-12,5,1,0,9,-5,3
Cc1ccc(NC(=O)CSc2nc(=O)n(CCN(C)C)c3c2CCCC3)c(C)c1,8,-2,-4,18,3,1,-2,-4,-1
CCCCNC(=O)N1CCCC(C(=O)c2cc(C)c(OC)c(C)c2)C1 (stereo not given),5,14,-3,21,1,-10,-13,-9,-2
COc1ccc(N2C(=O)CCC2(C#N)c2ccc(Br)cc2)cc1 (stereo not given),9,-2,-6,0,12,-8,-4,-13,1
Cc1ccnc(SCC(=O)N2CCCc3ccccc32)n1,4,6,0,11,0,0,10,-10,1
O=C(O)c1ccc(CN(c2ccccn2)S(=O)(=O)c2ccccc2)cc1,-90,-7,-14,1,-9,1,-6,6,2
O=C(NCCN1CCOCC1)NC1(C(F)(F)F)Oc2ccccc2O1,17,8,-6,4,-1,3,-1,0,-1
Cc1ccc(-c2cc(C(=O)O)n[nH]2)o1,18,1,-1,-8,1,3,-4,-14,1
Cc1ccc(C)c(NC(=O)CSc2nnc(CCNC(=O)OC(C)(C)C)o2)c1,15,11,-1,12,0,-2,-9,-2,-2
Cc1ccc(NC(=S)NCc2ccccc2)c(C)c1,14,13,22,23,2,10,-9,5,1
CCOC(=O)c1nn(-c2ccccc2F)c(C)c1C(C)=O,10,8,-10,0,2,1,0,-4,-2
CCOc1ccc(OCC)c(NC(=O)CCn2cccc2)c1,25,6,-6,26,3,7,-14,5,2
CCN1CCc2nc3ccccc3c(C(=O)Nc3ccc(NC(C)=O)cc3)c2C1,12,9,19,3,1,3,0,-3,-1
CCOc1ccc(Oc2c(/C=N/NC(C)=O)c(C)nn2-c2ccccc2)cc1,5,-9,3,9,12,-11,-9,7,3
CCCCN(S(=O)(=O)c1ccccc1)S(=O)(=O)c1ccccc1,2,0,-11,33,17,2,-6,9,1
CC(NC(=O)c1cc(-c2ccccc2)nc2ccccc12)C1CCCO1 (stereo not given),.,0,0,3,-25,4,.,.,.
NC(=O)C1CCN(C(=O)N2c3ccccc3Sc3ccccc32)CC1,6,2,1,15,-10,-3,10,3,-1
CCc1ccc(NC(=O)CN2C(=O)COc3ccc(S(=O)(=O)N4CCCC4)cc32)cc1,8,2,7,3,10,-6,-6,-6,1
CCOC(=O)CCCCC(=O)NC(CO)C(=O)NC (stereo not given),24,5,1,8,-11,-5,-23,2,0

# Reformatted as labelled records: two of the compounds above.
canonical_smiles: CCOc1ccc(Oc2c(/C=N/NC(C)=O)c(C)nn2-c2ccccc2)cc1
  SENP8 block-1: 5	SENP7 inh: -9	SENP6 block: 3	NLRP3 yeast inh: 9	Apaf1 inhib: 12	SENP8 block-2: -11	PfGluPho inh: -9	HKDC1 inh: 7	SENP1 inh: 3
canonical_smiles: CCCCN(S(=O)(=O)c1ccccc1)S(=O)(=O)c1ccccc1
  SENP8 block-1: 2	SENP7 inh: 0	SENP6 block: -11	NLRP3 yeast inh: 33	Apaf1 inhib: 17	SENP8 block-2: 2	PfGluPho inh: -6	HKDC1 inh: 9	SENP1 inh: 1

# (more compounds)
SMILES,SENP8 block-1,SENP7 inh,SENP6 block,NLRP3 yeast inh,Apaf1 inhib,SENP8 block-2,PfGluPho inh,HKDC1 inh,SENP1 inh
CCOC(=O)N1CCN(C(=O)CNC(=O)c2ccc(Cl)cc2)CC1,5,-12,-18,-3,4,-9,8,-8,3
COC(=O)C1C(=O)C2=C(CC1C)NC(C)=C(C(=O)OCCOc1ccccc1)C2c1ccc(C)o1 (stereo not given),-125,2,14,1,15,3,12,-2,-11
CN(C(=O)CSc1cn(CC(=O)N2CCOCC2)c2ccccc12)c1ccccc1,8,3,0,10,-3,-1,6,-8,0
COCCNC(=O)C(=O)N/N=C/c1ccc(C(=O)OC)cc1,4,5,-15,-4,-3,-1,9,-11,3
COc1ccc([C@@H]2C[C@H](c3ccccc3)Oc3cc(C)cc(C)c32)cc1,22,5,-8,7,11,3,14,-1,1
O=C(CN(Cc1ccco1)C(=O)c1nsc(Cl)c1Cl)NC1CCCCC1,6,10,6,16,-5,-3,-2,-6,-1
COc1cccc(-c2ccc(=O)n(CC(=O)Nc3ccc(C(=O)N4CCCC4)cc3)n2)c1,-16,-1,-6,-2,14,-7,-2,2,2
NS(=O)(=O)c1ccc(CCNC(=O)CSc2nc3ccccc3c(=O)n2CCN2CCOCC2)cc1,7,12,4,10,8,-1,3,-5,2
CC1CCCC(C)N1C(=O)Cn1c(=O)sc2ccccc21 (stereo not given),14,0,2,14,1,-6,-13,-4,1
CC(=O)Oc1c(Sc2ccccc2[N+](=O)[O-])c(C)nn1C(C)(C)C,15,7,6,14,8,5,-21,2,4
O=C(NCc1cccnc1)c1ccc(CN2CCc3ccccc3C2)cc1,31,-4,-18,5,-1,-7,0,3,-2
CCCCNC(=O)CNC(=S)N(Cc1ccccc1)Cc1cccnc1,9,2,-21,1,-7,-6,3,-14,2
O=C(NCCCc1ccc(F)cc1)C1CCC(=O)N(CC2CCCCC2)C1 (stereo not given),4,-4,3,12,0,-9,-11,2,1
CN1CCN(/N=C/c2ccc(C#N)cc2)CC1,8,-2,-7,4,1,-9,-13,-9,1
Cc1cccc(OCCCN2CCCCCC2)c1,14,7,-6,13,-15,9,-7,-4,1
CCOc1cc(/C=N/n2c(C)nnc2C)ccc1O,-38,6,3,-26,0,-2,6,-5,1
COc1cc2ccccc2cc1C(=O)N1CCOCC1,-50,6,6,26,-8,-4,-1,-5,-1
COc1ccc(C2=NN(S(=O)(=O)c3ccccc3)C(c3ccccc3)C2)cc1 (stereo not given),25,7,11,3,4,5,5,1,0
CC(C)OC(=O)c1ccc(NCc2cc(O)ccc2O)cc1,19,.,.,.,.,.,35,26,4
COc1ccc(-c2ccc3c(c2)O/C(=C\c2ccsc2)C3=O)cn1,-492,-2,8,22,21,-1,16,-2,-53
C=C[C@H](Cc1ccccc1)N(Cc1ccccc1)S(=O)(=O)N(Cc1ccccc1)[C@H](C=C)Cc1ccccc1,16,-16,-11,-21,26,-12,-1,2,1
Cc1cnc(CN(C)C(=O)c2cc(COc3c(F)cccc3F)on2)[nH]1,10,1,7,0,-18,6,-3,-8,1
COc1ccc(C(=O)CSc2nnc(-c3ccc(C)cc3)o2)cc1,3,-5,-4,33,8,-15,2,-12,0
C#CCOCCOCCOCCNc1nc(N2CCN(C(=O)CCCCCCCCCCNC(=O)[C@@H](CCC(=O)O)n3cc(CCCCCN)nn3)CC2)nc(N2CCN(C(=O)CCCCCCCCCCNC(=O)[C@H](CCCCN)n3cc(C[C@@H](C)CC)nn3)CC2)n1,20,5,-7,18,72*,-6,52,-4,-1
Cc1sc(NC(=O)CN2CCOCC2)nc1-c1ccc2c(c1)CCN2S(=O)(=O)c1ccccc1,-29,1,15,5,8,4,15,10,1

# In another format: entries from further up
compound	SENP8 block-1	SENP7 inh	SENP6 block	NLRP3 yeast inh	Apaf1 inhib	SENP8 block-2	PfGluPho inh	HKDC1 inh	SENP1 inh
COc1ccc(C(=O)CSc2nnc(-c3ccc(C)cc3)o2)cc1	3	-5	-4	33	8	-15	2	-12	0
C#CCOCCOCCOCCNc1nc(N2CCN(C(=O)CCCCCCCCCCNC(=O)[C@@H](CCC(=O)O)n3cc(CCCCCN)nn3)CC2)nc(N2CCN(C(=O)CCCCCCCCCCNC(=O)[C@H](CCCCN)n3cc(C[C@@H](C)CC)nn3)CC2)n1	20	5	-7	18	72*	-6	52	-4	-1
